# GSK3B inh = human GSK3beta kinase inhibitors, primary screen, biochemical, cell-free homogeneous, HTS. Glycogen synthase kinase-3 beta (Homo sapiens), P49841. GST-GSK3beta kinase, ADP-Glo luminescence, 60 min; hits give low values. activity score (negative = inhibition), % at 10 µM. 0.038% of 300,000 active. AID 2097, 2009;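 active = more than half of replicate wells score below -50%, meaning over 50% inhibition versus plate controls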;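 also: 0% = median DMSO wells and -100% = median GW8510 positive control wells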
#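 Test system: GST-fused GSK3beta enzyme, cell-free | Quantity: 1.6 ng GST-GSK3beta enzyme per well | Reagent: 25 µM ATP with peptide substrate | Schedule: 60 min enzyme reaction, room temperature | Signal: Luminescent ADP-Glo measurement of ADP formed | Read-out basis: Score relative to plate controls | Control set: DMSO and 20 µM GW8510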
# KCNK3 inh = human KCNK3 channel inhibitors, primary screen, CHO cells, FluxOR thallium flux, B-score; Potassium channel subfamily K member 3 (Homo sapiens), O14649; FluxOR fluorescence; hits give low values; B-score at 10 µM; 0.84% of 340,000 active; AID 602410, 2012;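 active = B-score under library mean minus 4 SD, starting fluorescence ratio at most library mean plus 5 SD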;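 also: more negative B-score means stronger inhibition of thallium flux through KCNK3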
# hERG rescue = hERG rescue from dofetilide block, primary screen, cell-based, CHO-hERG, FluxOR thallium flux, dofetilide IC70; Voltage-gated inwardly rectifying potassium channel KCNH2 (Homo sapiens), Q12809; dofetilide IC70 present; activation (rescue from dofetilide block), less the hit threshold, % at 10 µM; 0.51% of 310,000 active; AID 1511, 2009;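 active = activation above the mean of controls blocked by dofetilide plus 5 SD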;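 also: thallium influx through hERG after potassium depolarization seen as dye fluorescence rise; in these data hits start at about 4.7%; inactives centre near -7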
# DYRK1A inh = rat Dyrk1A kinase inhibitors, primary screen, biochemical, single point, plate reader | 0.43% of 310,000 active | Dual specificity tyrosine-phosphorylation-regulated kinase 1A (Rattus norvegicus), Q63470 | ADP-Glo luminescence, NFATc1 peptide | inhibition, % at 12.5 µM; in the data active = inhibition above about 50%;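 also: plate controls were vehicle with enzyme for no effect and no enzyme for full effect; many of its hits are not listed in these tables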
# KCNQ1 inh = inhibitors of human KCNQ1 channel, primary screen, cell-based, thallium flux, high-throughput; CHO-K1 KCNQ1, FluxOR thallium flux fluorescence; hits give high values; Potassium voltage-gated channel subfamily KQT member 1 (Homo sapiens), P51787; B-score at 10 µM; 1.3% of 310,000 active;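 active = compounds whose thallium flux B-score, printed positive for inhibition, exceeds three library SD while starting fluorescence stays within three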;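 also: channel opened by potassium depolarization with thallium stimulus after 20 min compound exposure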
# Target sequence (P51787 whole entry, looked up): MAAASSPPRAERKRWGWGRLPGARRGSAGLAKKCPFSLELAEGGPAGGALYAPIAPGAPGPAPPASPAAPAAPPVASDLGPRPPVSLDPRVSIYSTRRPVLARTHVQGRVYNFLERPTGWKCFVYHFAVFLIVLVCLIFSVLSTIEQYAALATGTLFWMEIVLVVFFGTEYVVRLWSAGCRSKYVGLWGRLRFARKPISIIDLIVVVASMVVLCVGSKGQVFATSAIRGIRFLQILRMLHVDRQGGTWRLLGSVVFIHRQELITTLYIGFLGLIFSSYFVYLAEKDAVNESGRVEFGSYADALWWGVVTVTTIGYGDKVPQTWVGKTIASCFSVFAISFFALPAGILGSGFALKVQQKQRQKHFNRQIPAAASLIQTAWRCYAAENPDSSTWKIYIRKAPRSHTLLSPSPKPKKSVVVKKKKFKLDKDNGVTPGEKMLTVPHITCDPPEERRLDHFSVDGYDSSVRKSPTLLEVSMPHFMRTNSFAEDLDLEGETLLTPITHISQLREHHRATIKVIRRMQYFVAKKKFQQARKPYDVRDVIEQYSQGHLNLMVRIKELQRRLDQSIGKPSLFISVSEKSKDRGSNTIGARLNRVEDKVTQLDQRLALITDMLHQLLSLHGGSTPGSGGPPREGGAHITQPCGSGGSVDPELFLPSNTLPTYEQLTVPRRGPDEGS
# RGS4 block = RGS4 inhibitors, primary screen, cell-based, HEK293 M3R inducible RGS4, calcium flux | Regulator of G-protein signaling 4 (Homo sapiens), P49798 | Fluo-4 calcium flux; hits give high values; triggered by carbachol at its EC20 | B-score at 10 µM | 0.45% of 310,000 active | AID 463165, 2010;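 active = B-score, a plate-corrected calcium signal, over three deviations above library mean, with baseline fluorescence within five deviations of library mean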;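 also: RGS4 expression induced by doxycycline in cells with stable M3 receptor; B-score is computed from the integrated fluorescence ratio over baseline after carbachol; higher B-score means a larger calcium signal and so more RGS4 inhibition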
# Target sequence (P49798 whole entry, looked up): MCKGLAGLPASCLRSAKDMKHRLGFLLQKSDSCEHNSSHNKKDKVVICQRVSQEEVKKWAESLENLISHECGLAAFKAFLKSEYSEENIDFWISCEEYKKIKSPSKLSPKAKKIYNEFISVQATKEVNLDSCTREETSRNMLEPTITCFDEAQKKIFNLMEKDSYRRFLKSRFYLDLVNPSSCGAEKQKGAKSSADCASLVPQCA
# RGS4 pot = RGS4 potentiators or activators, primary screen, cell-based, HEK293 M3R inducible RGS4, calcium flux; carbachol calcium flux Fluo4; hits give low values; B-score at 10 µM; 0.92% of 310,000 active; AID 463111, 2010;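 active = B-score of the integrated calcium signal more than 4 SD below the library mean, with starting fluorescence not abnormally high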;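 also: negative B-score means reduced calcium response which marks RGS4 activation or potentiation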
#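 Also added: carbachol at ECmax as muscarinic agonist stimulus; Assay system: HEK293 cells with stable M3R and inducible RGS4; Timing: overnight RGS4 induction, 30 min dye load 37 °C, 20 min compound RT; Measured by: Fluo4-AM (2 µM) calcium-flux fluorescence, kinetic read.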
# GSK3 alpha inh = blockers of GSK3A enzyme activity – biochemical, luminescence, cell-free homogeneous, HTS, primary screen. Glycogen synthase kinase-3 alpha (Homo sapiens), P49840. GSK-3 alpha kinase, ADP-Glo luminescence, 60 min. inhibition, % at 10 µM. 0.1% of 320,000 active. AID 2650, 2010;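 in the data active = inhibition above about 50%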;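 also: GST-tagged GSK-3 alpha with peptide substrate and 25 µM ATP; 0% = DMSO neutral wells and 100% = GW8510 positive control wells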
# KCNQ1 act = potentiators or activators of KCNQ1 channel, primary screen, cell-based, thallium flux, high-throughput. Potassium voltage-gated channel subfamily KQT member 1 (Homo sapiens), P51787. CHO-K1 KCNQ1, thallium flux FluxOR fluorescence; hits give high values. B-score at 10 µM. 0.35% of 310,000 active. AID 2648, 2010;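 active = fluorescence ratio B-score, a plate-corrected score, at least three library SD, with initial intensity B-score within 5 SD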
#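 Test system: CHO-K1 cells stably expressing KCNQ1 / Medium: assay buffer / Also added: depolarizing K+/Tl+ stimulus, K2SO4 and Tl2SO4 each 12.5 mM in 5x stock / Incubation: 90 min dye loading and 20 min compound exposure, both at room temperature / Signal: thallium influx via FluxOR fluorescence, kinetic imaging / Evaluation: B score of baseline-normalized fluorescence ratio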
# PolyA inhibitor = polyadenylation inhibitors in yeast reporter cells, primary screen, luminescence, S. cerevisiae; S. cerevisiae SKY197-pL101 polyadenylation reporter, beta-gal luminescence; efflux-impaired pdr1/pdr3 knockout yeast; score 100 = 6 SD above DMSO; calls only at 12 µM; 0.02% of 300,000 active; AID 1875, 2009;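 active = lowest replicate activity score at least 50, where 100 means six control SD above control mean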;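 also: yeast exposed to compound for 9 h at 30 °C; higher score means more reporter readthrough which indicates perturbed polyadenylation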
# KCNK9 block = KCNK9 potassium channel inhibitors, primary screen, HEK293 cells, thallium flux; Potassium channel subfamily K member 9 (Homo sapiens), Q9NPC2; FluxOR thallium flux fluorescence; hits give low values; B-score at 10 µM; 1.2% of 310,000 active; AID 488922, 2010;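 active = ratio B-score over 3 SD below the library mean, with starting fluorescence within 5 SD of its mean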;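 also: negative B-score means less thallium flux so channel inhibition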
# * hit, by the source's call; i = inactive; x = not tested or not shown. This is a subset; rates above refer to the full screens.
SMILES,GSK3B inh,KCNK3 inh,hERG rescue,DYRK1A inh,KCNQ1 inh,RGS4 block,RGS4 pot,GSK3 alpha inh,KCNQ1 act,PolyA inhibitor,KCNK9 block
Cc1cccc(-n2ncc3c2CCCC3NC(=O)CN2CCCC2=O)c1C (stereo not given),1,i,-4,2,i,i,i,0,i,i,i
CC(C)(C)c1ccc(/C=N/N2CCN(c3ccccn3)CC2)cc1,-1,i,-2,x,i,i,i,3,i,i,i
O=C(CCc1nc(-c2ccccc2)c(-c2ccccc2)o1)OCc1ccc(Cl)cc1,-5,i,-15,0,i,i,i,x,i,i,i
C/C(CC(=O)Nc1cccc(C(F)(F)F)c1)=N/NC(=O)C(=O)NCCO,-9,i,-5,x,i,i,i,-1,i,i,i
CC(C)Sc1nc(N2CCOCC2)c2c(c1C#N)CC(C)(C)N(C)C2,7,i,-5,-9,i,i,i,0,i,i,i
COc1ccc(Nc2nc3ccccc3nc2NS(=O)(=O)c2cccs2)c(OC)c1,2,i,-11,-2,i,i,i,-1,i,i,i
CCn1c(SCC(=O)Nc2ccc(C)cc2)nc(O)cc1=O,-1,i,-3,1,i,i,i,2,i,i,i
O=C(CNC(=O)c1ccc(Cl)cc1Cl)OCCCn1c(=O)[nH]c2ccccc21,0,i,-14,19,i,i,i,1,i,i,i
C=CCOC(=O)C1=C(C)OC(N)=C(C#N)C1c1ccc(F)cc1 (stereo not given),-3,i,-4,1,i,i,i,5,i,i,i
Cc1ccc(S(=O)(=O)N(CC(=O)N=Nc2c(O)[nH]c3ccccc23)c2cccc(C)c2)cc1,-2,i,-3,-2,7*,i,i,0,i,i,i
COc1ccc(CNS(=O)(=O)c2cc(OCC(N)=O)c(C)cc2Cl)cc1,4,i,-18,-3,i,i,i,-3,i,i,i
COc1ccc(CC(=O)c2c(O)cc(O)cc2O)cc1OC,0,i,-13,3,i,i,i,-2,i,i,i
CS(=O)(=O)c1ccccc1C(=O)Nc1ccc2sccc2c1,7,i,-1,4,i,i,i,-2,i,i,i
O=C1CCCN1CCCNC(=S)Nc1ccc(Nc2ccccc2)cc1,-1,i,-11,-2,i,i,i,-1,i,x,i
CCCN1C2CCCC1CC(NC(=S)Nc1cccc(C)c1)C2 (stereo not given),0,i,-11,-4,i,i,i,-1,i,i,i
CC(C)(C)NC(=O)NC(=O)COC(=O)c1ccc(OC(F)F)cc1,-2,i,-9,-3,i,i,i,-2,i,i,i
COc1ccc(-n2nc(C(=O)NCC(=O)N3CCN(c4cccc(Cl)c4)CC3)c3ccccc3c2=O)c(OC)c1,-2,i,-1,-2,i,i,i,0,i,i,i
Oc1ccc(Br)cc1/C=N/N1CCCCC1,1,i,-4,3,i,i,i,-1,i,i,i
CCNC(=S)N/N=C/c1ccc(OCC(=O)Nc2ccc(C)cc2)cc1,-5,i,-11,0,i,i,i,-9,i,i,i
CC1CCN(C(=O)COC(=O)c2ccc(Br)o2)CC1,-1,i,-5,1,i,i,i,1,i,i,i
O=C(CNS(=O)(=O)c1ccc(C(=O)N2CCOCC2)cc1)N1CCOCC1,-2,i,-5,-1,i,i,i,-1,i,i,i
COc1ccccc1CN1C(=O)c2cccc3cccc(c23)C1=O,-4,i,-11,1,i,i,i,0,i,i,i
CCC1(c2ccccc2)C(=O)NCNC1=O,0,i,-6,5,i,i,i,-3,i,i,i
Cc1nn(CCCC(=O)Nc2cccnc2Cl)c(C)c1[N+](=O)[O-],-4,i,-8,-5,i,i,i,1,i,i,i
Cc1ccc(NC(=O)CSCC(=O)Nc2ccccc2N2CCCCC2)cc1,-1,i,-16,5,8*,i,i,-7,i,i,i
Cc1nc2ccc(S(=O)(=O)NCC(=O)Nc3ccc(F)cc3)cc2s1,3,i,-7,-4,i,i,i,-2,i,i,i
Cc1ccc(/C=N/Nc2ncc(Cl)cc2Cl)s1,-2,i,-23,4,7*,i,i,1,i,i,i
CC(CN1CCNCC1)(NS(=O)(=O)c1ccccc1)c1ccccc1 (stereo not given),0,i,-15,14,i,i,i,-1,i,i,i
CCn1nc(C)c(CNC(=O)CC2C(=O)NCCN2Cc2ccc(C)o2)c1C (stereo not given),3,i,-1,-4,i,i,i,-2,i,i,i
CCN(CC)CC(=O)NN=C(c1ccccc1)c1ccccc1,1,i,-10,2,i,i,i,0,i,i,i
CCNc1nc(NCC)nc(N/N=C/c2ccc([N+](=O)[O-])o2)n1,3,i,-6,-2,i,i,i,-5,i,i,i
Cc1ccc(N(C)S(=O)(=O)c2ccc(-c3ccc(=O)[nH]n3)s2)cc1C,2,i,-4,x,i,i,i,2,i,i,i
CCOC(=O)c1ccc(COC(=O)c2ccc3c(c2)-c2ccccc2C3=O)cc1,1,i,-17,-2,i,i,i,0,i,i,i
COc1ccc(CC2(C)OC(c3ccc(Cl)cc3)=NN2C(C)=O)cc1 (stereo not given),-1,i,-17,1,i,i,i,-2,i,i,i
COc1cccc(-c2nc(Cc3ccc(OC)c(OC)c3)no2)c1,2,i,-10,x,i,i,i,-4,i,i,i
COc1ccc(C2=NO[C@@H]3C(=O)N(C4CCCCC4)C(=O)[C@H]23)cc1OC,3,i,-6,5,i,i,i,0,i,i,i
CCC(C)NC(=O)Cc1cn(C)c2ccccc12 (stereo not given),4,i,-10,6,i,i,i,0,i,i,i
Cc1nn(CC(=O)N2CCN(c3ccccn3)CC2)c(=O)c2cc3sccc3n12,-27,i,-9,-7,i,i,i,-1,i,i,i
COc1ccccc1N(C(=O)c1ccncc1)c1nc(-c2ccc([N+](=O)[O-])cc2)cs1,2,i,-7,0,i,i,i,-1,i,i,i
NS(=O)(=O)c1ccc(NS(=O)(=O)c2ccc(NC(=O)C3CC3)cc2)cc1,2,i,-11,-3,i,i,i,-2,i,i,i
Cc1oc(-c2ccc(Cl)cc2)nc1CS(=O)CC(=O)NCCN1CCCC1 (stereo not given),0,i,-12,7,i,i,i,1,i,i,i
COc1ccc(Oc2nc(C)cc(C)c2C#N)cc1,-5,i,-10,-8,i,i,i,-4,i,i,i
O=C(O)c1ccc(NC(=S)NC2CCCCC2)cc1,-1,i,-3,4,i,i,i,1,i,i,i
O=C1OC(c2ccccc2)/C(=C(/O)c2ccc(Cl)cc2)C1=O (stereo not given),0,i,-13,-4,i,i,i,-1,i,i,i
O=c1cc(CN2CCN(c3cccc(C(F)(F)F)c3)CC2)nc2sccn12,0,x,-11,x,i,i,i,1,i,i,i
O=C(NCc1ccccc1)c1ccc(F)c(S(=O)(=O)N2CCOCC2)c1,-1,i,-13,-1,i,i,i,1,i,i,i
CCOC(=O)c1c(C)nc2c(c1C)/C(=N/O)CC(C)(C)C2,-3,i,3,x,i,i,i,0,i,i,i
CCCc1nnc(NC(=O)CCS(=O)(=O)c2ccccc2)s1,x,i,-11,14,i,i,i,1,i,x,i
COc1cc([N+](=O)[O-])ccc1NC(=O)Cc1ccc(F)cc1,-3,i,-7,-5,i,i,i,-1,i,i,i
CCCn1c(=N)n(CC(=O)c2ccc([N+](=O)[O-])cc2)c2ccccc21,1,i,-22,x,i,i,i,-2,i,i,i

# Next section
SMILES,GSK3B inh,KCNK3 inh,hERG rescue,DYRK1A inh,KCNQ1 inh,RGS4 block,RGS4 pot,GSK3 alpha inh,KCNQ1 act,PolyA inhibitor,KCNK9 block
CCC(=O)N1CCN(c2ccc(Cl)cc2NC(=O)c2ccc(N3CCCC3)c([N+](=O)[O-])c2)CC1,-8,i,-10,-6,i,i,i,-2,i,i,i
COc1ccc(CCN2C(=O)CC(Cc3ccc(C)cc3)C2=O)cc1OC (stereo not given),-23,i,-7,12,i,i,i,-2,i,i,i
O=C(NCCc1ccccc1)C1CCCN1C(=O)NCc1ccccc1 (stereo not given),3,i,-7,-1,i,i,i,-2,i,i,i
COc1ccc2c(Cl)c(C(=O)NCCCn3ccnc3)sc2c1Cl,0,i,-5,5,i,i,i,-2,i,i,i
COc1cccc(CC(=O)NC2CCCN(Cc3ccc(Cl)cc3)C2)c1 (stereo not given),-1,i,-1,3,i,i,i,-4,i,i,i
CCOC(=O)c1c(C)c(C(=O)NCCCOC(C)C)c(C)n1C,-6,i,-10,-10,i,i,i,-9,i,i,i
COc1ccc(Nc2oc(COc3ccc(C)cc3)nc2C#N)cc1,-1,i,-10,1,i,i,i,3,i,i,i
COc1ccc(CCC(=O)NCCOc2ccccc2Cl)cc1,2,i,-9,-2,i,i,i,1,i,i,i
Cc1nc(SCC(=O)Nc2ccccc2)c2oc3ccccc3c2n1,1,i,-5,0,i,i,i,-3,i,i,i
Cc1nnsc1C(=O)NNc1c(Cl)cccc1Cl,-1,i,-8,-3,i,i,i,5,i,i,i
CCCC(=O)NC(=S)NNC(=O)c1ccc([N+](=O)[O-])cc1,1,i,-10,-3,i,i,i,-1,i,i,i
CC1=NN(c2ccccc2)C(=O)C1N=Nc1ccc(N)cc1 (stereo not given),-2,i,-12,8,i,i,i,1,i,i,i
COc1ccccc1CN(CC(=O)NCc1ccco1)C(=O)CNS(=O)(=O)c1ccccc1,-20,i,x,2,x,x,x,-2,x,i,x
COc1cccc(NS(=O)(=O)c2cc3c(cc2C)NC(=O)CO3)c1,2,i,-11,6,i,i,i,-1,i,i,i

# Screening results as filed in PubChem BioAssay.
